High-throughput results: PubChem BioAssay, National Center for Advancing Translational Sciences (NCATS)
TRPV1 ag = activates the human vanilloid receptor TRPV1 | Q8NER1 | TRPV1-expressing cells, Fluo-8 calcium influx, agonist mode | activation, % at 8.33 µM | 320,000 compounds, 0.19% hits | AID 540275; in the data active means activation above about 80%; inconclusive means between about 30% and that limit; further: 0% is about no effect
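Cells expressing TRPV1 were dye-loaded with Fluo-8 and read kinetically: 10 s baseline, 3 min after compound (agonist portion), then 2 min after EC20 capsaicin (allosteric enhancer portion). Calcium-bound dye fluorescence at 480/520 nm.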
ELG1 DNA repair = ELG1-dependent DNA repair inhibition; HEK293T ELG1-luciferase reporter, luminescence, 16 h; DNA damage induced by 5-fluorouridine; Potency, µM (series often up to 46.1 µM), for the others: at the top dose activity change, negative = inhibition, actives largely listed as inhibitors; AID 504467; 330,000 compounds, 2.3% hits; further: potency means the concentration at half of the fitted maximal effect; on the % scale 0 is the no-effect control and ±100 the full control effect; nearly all actives have a fitted effect of over 55% in size
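Luminescence from the luciferase reporter, measured 30 min after ONE-Glo reagent at room temperature, was the read-out. Beforehand, 2,000 cells per well were exposed for 16 hr at 37 °C to 5-fluorouridine together with compound or vehicle.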
TSG101-PTAP inh = blocks PTAP/TSG101 interaction to inhibit HIV-1 budding; Q99816; Fluorescence polarization, FITC-PTAP peptide / Tsg101 binding; Potency, µM (titrated, usually from 115 µM), for the others: top-dose activity change, negative = inhibition, actives largely listed as inhibitors; 340,000 tested, under 10 active; active means well fitted inhibition curve with a large enough effect in the main read-out, with a control signal flat, not every such curve was filed as active; inconclusive means small, poorly fitted or top-dose-only effect, or effect the other way, or a change in a side signal; inactive means no such curve, though single readings can be large or run the other way; further: potency means the concentration at half of the fitted maximal effect; % of control where 0% means no effect
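Steps: Tsg101 binding domain dispensed (10 uM final), compounds pinned in DMSO, FITC-labeled PTAP-motif peptide added (50 nM final); after 20 min binding at room temperature, polarization measured.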
B2AR arrestin = beta2AR (human) beta-arrestin recruitment activity; P07550; Potency, µM (titrated, usually from 46.1 µM), for inactives: top-dose activation, hits mostly activators; 330,000 compounds, 0.02% hits; beta-arrestin recruitment to beta2AR, cell-based reporter;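 further: potency means the concentration at half of the fitted maximal effect; 0% = DMSO controls and full agonism = EC100 isoproterenol or metaproterenol; nearly all actives have a fitted effect of over 65% in size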
BRCA1 expr act = activators of BRCA1 expression | MCF7-BRCA1-FFLuc reporter, luminescence, 48 h; response scale: scaled: vehicle 0%, 10 µM genistein 100% | Potency, µM (series often up to 46.1 µM), inactives show at the highest dose activation, most hits filed as activators | 380,000 compounds, 1.1% hits; further: potency means the concentration at half of the fitted maximal effect; nearly all actives have a fitted effect of over 80% in size; some results filed as inactive show a strong effect at the top dose
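Cells: MCF7-BRCA1-FFLuc, 2000/well. Exposure: 48 h, 37 °C, 5% CO2. Read: luminescence, 15 min post-substrate. Controls: genistein 10 microM (maximal activation), DMSO (neutral).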
AT treatment = potential ataxia-telangiectasia treatments restoring KAP-1 phosphorylation | […] A-T fibroblasts, KAP-1 phosphorylation AlphaLISA; neocarzinostatin DNA damage 30 min before lysis | Potency, µM (series often up to 57.5 µM), for the others: top-dose activation, actives largely listed as activators | 320,000 compounds, 0.19% hits | AID 485349; further: potency means the concentration at half of the fitted maximal effect; % of control where 0% means no effect; nearly all actives have a fitted effect of over 45% in size
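ATM-like activity read as KAP-1 phosphorylation via AlphaLISA donor/acceptor antibody pairs after lysis and 6 hr at 25C. Cells were ATM-null patient fibroblasts ([…], hTERT), dosed 60 min, then exposed to the DSB inducer NCS for 30 min.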
TCR activator = T cell receptor activation. primary human leukocytes, anti-CD3, IL-2 HTRF, 48 h. Potency, µM (series often up to 9.22 µM), for the others: at the highest dose activation of IL-2 secretion, usual class: activators. 330,000 tested, under 10 active. AID 504894; further: % of control where 0% means no effect
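48 hr co-incubation of compounds, a-CD3 beads and primary human leukocytes; IL-2 quantified homogeneously by HTRF with anti-IL-2 K and d2 conjugates.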
MLL CXXC-DNA inh = inhibitors of human MLL CXXC domain-DNA interaction | Potency, µM (titrated, usually from 115 µM), without a hit: at the top dose activity change, negative = inhibition, hits mostly inhibitors | 290,000 compounds, 0.037% hits | MLL-CXXC / FITC-HOXA9 DNA fluorescence polarization | Q03164; active means well fitted inhibition curve with a large enough effect in the polarisation, with a control signal flat, not every such curve was filed as active; inconclusive means small, poorly fitted or top-dose-only effect, or effect the other way, or a change in a side signal; inactive means no such curve, though single readings can be large or run the other way; the % refers to the polarisation; further: potency means the concentration at half of the fitted maximal effect
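Fluorescence polarization: 7 uM MLL-CXXC (stock) preincubated 5 min with compounds, then 50 nM fluorescein-HOX-A9 DNA (stock) added; 30 min ambient. Buffer 50 mM Tris-HCl pH 7.5, 50 mM NaCl, 1 mM DTT, 0.05% BSA.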
p53 reactivation = re-activators of mutant p53 | Potency, µM (series often up to 92.2 µM), inactives show at the top dose activity change, positive = activation, most hits filed as activators | H1299 p53-A138V BP100-luciferase reporter, luminescence, 24 h | 320,000 compounds, 0.063% hits; further: potency means the concentration at half of the fitted maximal effect; % of control where 0% means no effect; nearly all actives have a fitted effect of over 45% in size
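H1299 (p53-null), stable ts p53-A138V + BP100-Luc; 1000 cells/well, Opti-MEM/10% FBS; cpd 4 pt, 1:5; 24 h, 37 deg C, 5% CO2; detection reagent 10 min RT; luminescence.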
Integrin act MD = integrin-mediated muscular dystrophy alleviation activation. alpha7betagal myoblasts, beta-gal FDG fluorescence, 48 h. AID 624291. 350,000 compounds, 0.064% hits. Potency, µM (titrated, usually from 38.3 µM), for inactives: at the top dose activation, most hits filed as activators;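 further: potency means the concentration at half of the fitted maximal effect; 100% = response of the positive control SU9516; nearly all actives have a fitted effect of over 60% in size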
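Alpha7betagal+/- myoblasts (passage 13) were plated 16-24 hr, then exposed to compounds (1:260 dilution of DMSO stock) for 48 hours at 37C. After MPER lysis, β-galactosidase reporter activity was read as FDG fluorescence (ex 480/em 540) after 30 minutes.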
Active calls of the source: *; ? = inconclusive; . = not tested or not shown; [ ] = remark or other dose. Unless noted, the call rests on the fitted dose curve; in most records, active means well fitted curve in the direction sought with a large enough effect; inconclusive means small, poorly fitted or top-dose-only effect, or another doubt; inactive means no such curve, though single readings can be large; an effect the other way counts as inactive or inconclusive. The list is partial, so the mix of outcomes need not match the whole.

Fields: TRPV1 ag	ELG1 DNA repair	TSG101-PTAP inh	B2AR arrestin	BRCA1 expr act	AT treatment	TCR activator	MLL CXXC-DNA inh	p53 reactivation	Integrin act MD
> C[C@H](CO)N1C[C@H](C)[C@@H](CN(C)C(=O)Nc2ccccc2)Oc2c(NS(=O)(=O)c3ccc(F)cc3)cccc2C1=O
→ .	?	-2%	-0.3%	-21%	-10%	5%	.	-3%	26%
> N#Cc1cc2c(nc1SCC(=O)Nc1cc(Cl)cc(Cl)c1)C1CCN2CC1
→ 4	7%	1%	-0.2%	3%	0%	-4%	17%	9%	5%
> CCOc1cc(C=C2C(=O)NC(=O)NC2=O)cc([N+](=O)[O-])c1O
→ 2	-8%	.	-0.1%	.	-4%	.	32µM*	-1%	.
> CCN(CC)CCCN=Cc1c(O)n(CCc2ccc(F)cc2)c(=O)[nH]c1=O
→ -2	0%	-5%	0.3%	-7%	1%	-2%	1%	0%	1%
> Nc1ccc2nonc2c1[N+](=O)[O-]
→ 3	6%	?	-1.4%	-3%	1%	-2%	?	3%	-27%
> CC1(C)C(=O)C=C[C@]2(C)[C@H]3CC[C@@]4(C)[C@H](c5ccoc5)OC(=O)[C@H]5O[C@]54[C@]3(C)[C@H](O)C[C@@H]12
→ ?	?	.	0.8%	0%	24%	9%	-3%	-5%	-16%
> O=C(c1cccn2c(=O)c3ccccc3nc12)N1CCC2(CC1)OCCO2
→ 0	14%	-3%	-0.7%	-1%	.	-5%	0%	19%	-16%
> CN1CCN(/N=C/c2c[nH]c3ccccc23)CC1
→ 2	19%	-1%	-0.9%	-8%	-4%	1%	-6%	0%	6%
> Cc1nn(-c2ccccc2)c(C)c1NC(=O)COC(=O)Cc1ccccc1
→ 3	7%	-3%	-0.3%	-18%	4%	-14%	.	3%	30%
> O=C1CC(N2CCC(n3c(=O)[nH]c4ccccc43)CC2)C(=O)N1c1ccc(F)cc1 (stereo unspecified)
→ 2	7%	-6%	0.0%	-12%	4%	3%	6%	6%	43%
> OC1(c2ccc(F)cc2)CC2CCC(C1)N2Cc1nnnn1C1CCCCC1 (stereo unspecified)
→ 16	?	1%	0.0%	-11%	7%	-47%	-3%	4%	32%
> Cc1cc(Cl)ccc1C(=O)C1CCCN(C2CCSCC2)C1 (stereo unspecified)
→ 12	-4%	1%	0.2%	8%	17%	.	-16%	-1%	13%
> CCCCC(CC)CNCC(O)c1ccccc1 (stereo unspecified)
→ 1	5%	-1%	-0.9%	-21%	-5%	-9%	-1%	3%	8%
> Cn1c(O)c(/C=N/N2CCOCC2)c(=O)n(-c2ccccc2)c1=S
→ -2	-1%	-1%	0.3%	-2%	2%	-4%	1%	-2%	-2%
> CCCCc1ccc2[nH]cc(CCN)c2c1
→ 21	1%	-3%	-4.3%	-52%	-3%	6%	-5%	-20%	-39%[inhibitor]
> CC(=O)c1ccc2c(c1)OCO2
→ 5	-5%	-3%	0.3%	1%	-6%	0%	0%	4%	7%
> CC(C)c1ccc(-n2c(O)c(/C=N/N3CCOCC3)c(=O)[nH]c2=S)cc1
→ 1	-7%	-1%	-1.1%	0%	-2%	4%	16%	-4%	-1%
> COc1ccc(/C=C/C(=O)NC(=S)N2C[C@H]3C[C@H](C2)c2cccc(=O)n2C3)cc1
→ -1	-1%	0%	-0.9%	3%	-14%	3%	6%	.	11%
> CN(C)P(=S)(Nc1ccccc1)C(Cl)(Cl)Cl (stereo unspecified)
→ -3	-4%	-2%	0.1%	-26%	-1%	8%	12%	0%	5%
> CCN1CCN(C(=O)Cc2ccc(C)cc2)CC1
→ -2	?	-3%	-0.2%	67%	17%	2%	-2%	?	24%
> C=CCN=C(SCC(=O)c1ccc(Cl)cc1)c1c(O)n(C)c(=O)n(C)c1=O
→ -2	?	-2%	-0.3%	-1%	-8%	0%	5%	8%	-24%
> COC(=O)C1=C(c2ccc(-c3ccccc3)c(F)c2)C[C@@H]2CC[C@H]1N2C(=O)NCCc1ccccc1
→ -2	?	-3%	3.1%	-28%	-20%	-3%	.	29%	-24%
> CC(C)(O)/C=C/C(=O)[C@](C)(O)C1[C@H](O)C[C@@]2(C)C3CC=C4C(C[C@H](O)[C@@H](O)C4(C)C)[C@]3(C)C(=O)C[C@]12C (stereo partly specified)
→ .	?	1%	0.3%	-58%	-5%	-3%	.	-3%	-11%
> O=C(c1ccc(Br)cc1)C12CN3CN(CN(C3)C1)C2
→ -1	18%	0%	0.4%	-2%	-7%	-1%	-6%	2%	-2%
> Oc1ccc2c3c1O[C@H]1c4oc5ccccc5c4C[C@@]4(O)[C@@H](C2)N(CC2CC2)CC[C@]314
→ 2	2%	-2%	-0.3%	-12%	?	-12%	-13%	-5%	.
> C=CCNc1nnc(Sc2ncccc2[N+](=O)[O-])s1
→ -1	?	-3%	-1.0%	-20%	-1%	-3%	2%	-2%	-54%[inhibitor]
> CCC1(NS(=O)(=O)c2ccc(N)cc2)C(=O)N(C)C(=O)N(C)C1=O
→ .	.	0%	.	-11%	.	7%	.	.	-38%
> O=C(COC(=O)Cc1ccccc1)Nc1ccc(F)cc1
→ 22	-16%	-5%	0.0%	6%	0%	0%	1%	5%	3%
> c1ccc2cc(C3N4CCCN34)ccc2c1 (stereo unspecified)
→ -5	?	-2%	-1.6%	0%	0%	3%	9%	12%	0%
> O=C(c1cccc([N+](=O)[O-])c1)C12CN3CN(CN(C3)C1)C2
→ 1	10%	-1%	-0.2%	2%	1%	3%	13%	1%	180%
> CCc1cccc(C)c1NC(=S)N1CC2CC(C1)c1cccc(=O)n1C2 (stereo unspecified)
→ -1	6%	-3%	-0.2%	2%	1%	4%[46.1 µM]	3%	0%	8%
> CC1(C)C2([N+](=O)[O-])CNCC1([N+](=O)[O-])CNC2
→ -2	5%	-3%	-0.8%	6%	3%	2%[46.1 µM]	0%	-2%	5%
> COc1cccc(CCNCc2c(F)cccc2F)c1
→ 2	-7%	-2%	0.1%	63%	14%	-4%	-4%	5%	18%
> CCn1c(O)c(C=Nc2cc(Cl)ccc2Cl)c(=O)n(CC)c1=O
→ 1	1%	-4%	-1.0%	-21%	6%	-1%[46.1 µM]	10%	-1%	-1%
> COc1ccc(-n2c(O)c(/C=C3\C=Nc4ccc(Br)cc43)c(=O)[nH]c2=O)cc1
→ 2	?	-3%	0.2%	-56%	25%	-6%	?	-9%	7%
> CCCc1cc(=O)oc2cc(OCc3ccc(C(=O)O)o3)ccc12
→ 0	0%	-1%	-1.2%	62%	-11%	-12%	?	4%	31%
> Cc1ccc(-c2nn3c(C)nnc3c3ccccc23)cc1S(=O)(=O)NCCO
→ 2	?	-2%	-0.9%	-2%	4%	-5%	-4%	-6%	0%
> C=Cc1ccc(Cn2c(C(=O)O)c(C=O)c3ccccc32)cc1
→ 3	-5%	3%	-0.2%	-3%	3%	4%	20%	-1%	13%
> O=C1C=CC(=O)C2C1C1(Cl)C(Cl)=C(Cl)C2(Cl)C1(Cl)Cl (stereo unspecified)
→ .	.	-1%	.	-63%	.	0%	.	.	-8%
> O=C1C2CCCN2C(c2cccnc2)N1c1nccs1 (stereo unspecified)
→ -3	15%	-3%	0.0%	-19%	1%	-4%	-8%	0%	29%
> CCN(CC)c1ccc(CN(C)CCc2ccc(OC)c(OC)c2)cc1
→ 3	9%	-3%	-0.7%	-38%	-8%	-4%	1%	-8%	-44%
> CCCCNC(=O)NC(C(N)=O)P(=O)(OCC)OCC (stereo unspecified)
→ 1	?	-3%	0.6%	0%	-8%	-8%	-2%	0%	14%
> Cc1cccc(-n2c(/C=C/c3ccc([N+](=O)[O-])o3)nc3ccccc3c2=O)c1
→ -1	?	?	-0.1%	-73%	.	1%[46.1 µM]	?	?	-55%[inhibitor]
> COc1ccccc1NC(=O)Oc1cccc(OC(=O)c2ccccc2)c1
→ 4	-3%	-4%	-0.6%	6%	3%	11%	105%[activator]	-2%	-18%
> CCC(=NC(C)c1ccccc1)c1c(O)n(C)c(=O)n(C)c1=O (stereo unspecified)
→ 1	?	-6%	-1.0%	-68%	4%	4%	1%	-16%	4%[7.66 µM]
> CCOP(=S)(OCC)C(O)CCCCCn1c(=O)c(F)cn(C2CCCO2)c1=O (stereo unspecified)
→ -3	-32%	-2%	-0.9%	-3%	0%	.	2%	.	-19%
> CCCC(=O)NC(Oc1ccc(Cl)cc1Cl)C(Cl)(Cl)Cl (stereo unspecified)
→ -2	-20%	-1%	-0.8%	5%	-2%	8%	5%	-1%	5%
> COc1cc2c(c(OC)c1OC)-c1ccc(SC)c(=O)cc1C(NC(C)=O)CC2 (stereo unspecified)
→ .	.	-5%	.	.	.	-1%	.	.	8%
> Cc1cccc(NC(N)=S)c1
→ -7	-6%	-9%	-0.6%	-7%	2%	10%	3%	-2%	14%
